Screens deposited in PubChem by National Center for Advancing Translational Sciences (NCATS).
TCR act – Activators of T cell receptors: qHTS campaign; primary human leukocytes, anti-CD3, IL-2 HTRF, 48 h; Potency, µM (highest dose often 9.22 µM), for the others: at the highest dose activation of IL-2 secretion, most hits filed as activators; 330,000 tested, under 10 active; AID 504894, 2011; also: % of control where 0% means no effect
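HTRF read-out of IL-2 secretion: europium cryptate donor excited at 320nm, d2 acceptor emission at 665nm. Cells were primary human leukocytes incubated 48 hr with compounds and a-CD3 beads, supplying TCR signal only.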
TSHR antagonist – Antagonists of the Thyroid Stimulating Hormone Receptor: HTS campaign | Thyrotropin receptor (Homo sapiens), P16473 | TSHR-expressing cells, TSH-stimulated cAMP HTRF, 2 h; stronger effect = lower value | activity change, negative = inhibition, % at 11.5 µM | hit rate 0.2% among 330,000;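 active = activity change below a set negative limit, meaning inhibition stronger than a set level, cut at about -70% in these data; inconclusive = activity change between two set negative limits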; also: % is scaled to controls: 0 for no effect and ±100 for the full control effect
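Freshly harvested TSHR cells receive pin-tooled compound, then EC80 TSH at 4nM final. After 2 hours at 37 deg C, antibody in lysis buffer and cAMP-d2 are added; 30 minutes at ambient temperature precede the HTRF read.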
Eya2 phos inh – qHTS Assay for Inhibitors of the Phosphatase Activity of Eya2. recombinant Eya2, OMFP fluorescence dephosphorylation (OMFP is methylfluorescein phosphate). Potency, µM (top dose mostly 76.9 µM), for the others: top-dose activity, negative = inhibition, most hits filed as inhibitors. AID 488837, 2010. hit rate 0.006% among 330,000; also: potency is read from the fitted curve at half-maximal effect; % is scaled to controls: 0 for no effect and ±100 for the full control effect
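Eya2 protein (added as 0.2 uM solution) was preincubated with compound for 10 min at ambient temperature in 50 mM HEPES pH 7.5, 50 mM NaCl, 5 uM MgCl2, 0.05% BSA, 1 mM DTT. OMFP (added at 50 uM) then reacted 10 min; fluorescence read at 485/525 nm.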
KCNH2 3.1 block – qHTS for Inhibitors of KCHN2 3.1: Mutant qHTS; Potassium voltage-gated channel subfamily H member 2, brain isoform KCNH2 3.1 (human); hit rate 0.95% among 340,000; activity change, % (tested at about 1.8 µM); U2OS KCNH2 3.1, thallium flux FluxOr; stronger effect = lower value; AID 720553, 2013;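 active = maximum activity change below -70%; inconclusive = maximum activity change from -70% to -50%; inactive = maximum activity change above -50%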;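 also: thallium influx rate constant from kinetic fluorescence after stimulation buffer; % is scaled to controls: 0 for no effect and ±100 for the full control effect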
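Thallium flux via FluxOr fluorescence (Red40 quencher, 45 min loading) in U2OS cells virally expressing the KCNH2 3.1 isoform (1.77 x 10^8 /mL virus, overnight at 37 C). Rate constants from 2-min kinetic reads post-stimulation, normalised to positive and negative controls.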
hERG WT inh – qHTS for Inhibitors of KCHN2 3.1: Wildtype qHTS; U2OS, BacMam KCNH2, thallium flux FluxOr; stronger effect = lower value; hit rate 0.37% among 340,000; Voltage-gated inwardly rectifying potassium channel KCNH2 (Homo sapiens), Q12809; activity change, % at 1.84 µM;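 active = maximum activity change below -70%; inconclusive = maximum activity change between -70% and -50%; inactive = maximum activity change above -50%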; also: % is scaled to controls: 0 for no effect and ±100 for the full control effect
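U2OS cells transduced with wild-type KCNH2 virus are loaded with FluxOr dye for 45 min, and thallium flux is measured in kinetic reads before and after stimulation buffer. Rate constants are normalized to DMSO controls.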
A-T KAP1 phos – qHTS Assay for Identifying a Potential Treatment of Ataxia-Telangiectasia | AID 485349, 2010 | […] A-T fibroblasts, KAP-1 phosphorylation AlphaLISA; neocarzinostatin DNA damage 30 min before lysis | hit rate 0.19% among 320,000 | Potency, µM (series often up to 57.5 µM), inactives show top-dose activation, hits mostly activators; also: potency is read from the fitted curve at half-maximal effect; % of control where 0% means no effect; nearly all actives have a fitted effect of over 45% in size
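ATM-like activity read as KAP-1 phosphorylation via AlphaLISA donor/acceptor antibody pairs after lysis and 6 hr at 25C. Cells were ATM-null patient fibroblasts ([…], hTERT), dosed 60 min, then exposed to the DSB inducer NCS for 30 min.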
Mito fusion act – qHTS Assay for Small Molecule Inhibitors of Mitochondrial Division or Activators of Mitochondrial Fusion; S. cerevisiae fusion-defective mutant growth rescue, CellTiterGlo 48 h; Potency, µM (top dose mostly 46.1 µM), inactives show top-dose growth rescue (activation), most hits filed as activators; hit rate 0.23% among 320,000;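 also: potency is read from the fitted curve at half-maximal effect; % of control where 0% means no effect; nearly all actives have a fitted effect of over 45% in size; temperature-sensitive fusion mutants such as fzo1-1 at 37 °C on non-fermentable ethanol glycerol medium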
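Growth-rescue viability read-out: after 48 h at the non-permissive 37C in glycerol/ethanol YPEG, yeast mitochondrial fusion mutants are measured by CellTiterGlo luminescence; compounds (23 nl pinned per well) restoring growth score as division inhibitors or fusion activators.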
USP2a inh – qHTS Assay for Inhibitors of Ubiquitin-specific Protease USP2a Using CHOP2 as the Reporter; Potency, µM (top dose mostly 38.3 µM), for the others: at the highest dose activity change, negative = inhibition, usual class: inhibitors; Ubiquitin carboxyl-terminal hydrolase 2 (Homo sapiens), O75604; USP2 core, Ub-CHOP2 coupled fluorogenic reporter, 485/531; hit rate 0.01% among 330,000;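 also: potency is read from the fitted curve at half-maximal effect; plate controls were DMSO wells for no effect and full inhibition by NEM control for full effect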
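Cell-free coupled assay: 10nM USP2 core preincubated 30min RT with compound in Tris-HCl pH 8.0/CaCl2/CHAPS buffer, then 25nM Ub-CHOP2 and 25nM reporter substrate; fluorescence (Ex 485/Em 531) read after 60min RT, normalized to NEM inhibition, concentration-response curves fitted.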
TRPV1 agonist – HTS Assay for Compounds that Act as Agonists of the Vanilloid Receptor 1; Transient receptor potential cation channel subfamily V member 1 (Homo sapiens), Q8NER1; TRPV1-expressing cells, Fluo-8 calcium influx, agonist mode; activation, % at 8.33 µM; hit rate 0.19% among 320,000; AID 540275, 2011; in the data active = activation above about 80%; inconclusive = between about 30% and that limit; also: 0% is about no effect
Target sequence (Q8NER1 whole entry, looked up): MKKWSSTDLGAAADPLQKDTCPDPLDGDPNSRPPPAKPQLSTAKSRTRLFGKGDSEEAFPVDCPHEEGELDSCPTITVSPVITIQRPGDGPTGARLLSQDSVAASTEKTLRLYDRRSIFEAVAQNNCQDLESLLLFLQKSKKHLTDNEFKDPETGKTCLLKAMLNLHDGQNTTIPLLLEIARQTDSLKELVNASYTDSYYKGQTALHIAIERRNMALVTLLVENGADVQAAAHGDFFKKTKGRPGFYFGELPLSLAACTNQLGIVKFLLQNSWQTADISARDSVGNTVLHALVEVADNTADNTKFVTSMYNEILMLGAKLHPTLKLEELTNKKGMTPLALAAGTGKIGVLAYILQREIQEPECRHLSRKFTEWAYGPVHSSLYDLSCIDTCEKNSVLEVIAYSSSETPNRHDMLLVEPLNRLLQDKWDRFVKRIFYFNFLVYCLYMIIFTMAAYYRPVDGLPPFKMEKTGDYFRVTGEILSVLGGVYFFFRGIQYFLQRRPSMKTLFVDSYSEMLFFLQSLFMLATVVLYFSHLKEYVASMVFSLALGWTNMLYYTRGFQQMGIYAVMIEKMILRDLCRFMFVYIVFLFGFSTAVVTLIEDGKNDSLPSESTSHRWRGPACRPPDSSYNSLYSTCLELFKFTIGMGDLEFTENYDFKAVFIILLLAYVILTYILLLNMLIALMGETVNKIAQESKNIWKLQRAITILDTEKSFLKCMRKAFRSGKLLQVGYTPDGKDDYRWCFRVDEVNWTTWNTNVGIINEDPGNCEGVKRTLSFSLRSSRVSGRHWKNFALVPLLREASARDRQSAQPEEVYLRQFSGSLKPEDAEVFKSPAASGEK
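TRPV1-expressing cells were cultured overnight at 35.5C and loaded with Fluo-8 calcium dye for 40 to 90 min at room temperature. After a 10 s baseline, compound was added and calcium influx was read kinetically for 3 min (ex 480/em 520 nm).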
ELG1 repair inh – qHTS screen for small molecules that inhibit ELG1-dependent DNA repair in human embryonic kidney (HEK293T) cells expressing luciferase-tagged ELG1. HEK293T ELG1-luciferase reporter, luminescence, 16 h; DNA damage induced by 5-fluorouridine. Potency, µM (top dose mostly 46.1 µM), inactives show top-dose activity change, negative = inhibition, actives largely listed as inhibitors. hit rate 2.3% among 330,000. AID 504467, 2011; also: potency is read from the fitted curve at half-maximal effect; % is scaled to controls: 0 for no effect and ±100 for the full control effect; nearly all actives have a fitted effect of over 55% in size
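HEK293T cells expressing luciferase-tagged ELG1 (2,000/well) received 5-Fluorouridine plus compound or DMSO for 16 hr at 37 °C. Luciferase was read by ONE-Glo luminescence after 30 min at room temperature.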
The depositor's hits bear a star; ? = inconclusive; nt = not tested or not shown; [ ] = another dose, or the depositor's remark. Unless noted, calls follow the shape of the dose curve; as a rule, active = well fitted curve in the direction sought with a large enough effect; inconclusive = small, poorly fitted or top-dose-only effect, or another doubt; inactive = no such curve, though single readings can be large; an effect the other way counts as inactive or inconclusive. Some of the compounds tested; count on the stated rates, not on these rows.

SMILES	TCR act	TSHR antagonist	Eya2 phos inh	KCNH2 3.1 block	hERG WT inh	A-T KAP1 phos	Mito fusion act	USP2a inh	TRPV1 agonist	ELG1 repair inh
Cc1cccc(NC(=O)CCN2CCOCC2)c1	0%	-13	24%	11	4	9%	2%	-1%	-2	2%
Cc1ccc(C(=O)COC(=O)CNS(=O)(=O)c2ccc(C)cc2)cc1	-4%	-6	1%	-12	-8	5%	1%	2%	9	-16%
C/C(=N\NC(=O)c1ccccc1O)c1ccc(Br)s1	-1%[46.1 µM]	-11	1%	17	9	0%	22%	0%	-3	?
C[C@@H]1CCC(=O)N(CC[C@H](Sc2ccc(Br)cc2)c2ccccc2)CC1	-4%	3	-7%	-1	34	13%	0%	0%	?	-19%
CN(C)c1ccc(/C=N/NC(=O)c2cnc3ccccc3c2)cc1	-3%	-10	-21%	-4	-5	-7%	-14%	5%	-1	13%
CC(NC(=O)C(C)(C)C)C(c1cccs1)N1CCN(Cc2ccccc2)CC1 (centres undefined)	12%	-1	12%	-1	-3	-9%	2%	-1%	28	2%
CCOC(=O)c1nnn(CC(=O)NC(=O)Nc2ccccc2)c1C(=O)OCC	-2%	-5	-4%	1	-5	0%	-2%	0%	1	3%
COc1cc(C2C(C(=O)c3ccc(C)o3)=C(O)C(=O)N2CCN2CCOCC2)ccc1OCCC(C)C (centres undefined)	-5%	-4	-8%	nt	-18	-8%	0%	-1%	-3	8%
O=C(COC(=O)COc1ccc(Br)cc1)NCCC1=CCCCC1	4%[46.1 µM]	-2	-3%	1	10	1%	-4%	3%	1	10%
COC(=O)c1ccc(Cn2cnc3c(cnn3-c3ccc(C)c(C)c3)c2=O)o1	4%[46.1 µM]	-17	3%	-10	2	-1%	4%	4%	2	?
CCC(C)NC(=O)CCS(=O)(=O)c1ccc2c(c1)n(C)c(=O)c(=O)n2C (centres undefined)	-13%	1	8%	-2	3	9%	0%	1%	-9	17%
COc1ccc(CN(C(=O)Cc2c[nH]c3ccccc23)C(C(=O)NC2CCCCC2)c2ccc(C)o2)cc1 (centres undefined)	-3%	18	-3%	-15	-17	-9%	9%	-1%	2	21µM*
N/C(=N\OC(=O)c1ccc(Cl)c(Cl)c1)c1ccccn1	1%	6	-3%	0	-9	6%	0%	2%	?	?
CCn1c(CNc2nc3ccccc3n2C(C)C)nc2ccccc21	2%	3	-4%	1	7	-7%	1%	2%	26	0%
COc1ccc(N(CC(=O)Nc2cc(C)ccc2OC)S(=O)(=O)c2c(C)noc2C)cc1	2%	-38	-3%	-21	-1	6%	6%	-3%	3	?
Cn1c(N2CCN(C(c3ccccc3)c3ccccc3)CC2)nc2ccccc21	nt	3	5%	-86*	-48	-14%	-6%	-7%	25	?
CSCCC(NS(=O)(=O)c1ccc(Cl)cc1)C(=O)OCC(=O)N1CCCc2ccccc21 (centres undefined)	1%[46.1 µM]	-3	-5%	-15	-14	2%	5%	-1%	2	-22%
COc1ccc(CN2CCC(Oc3ccc(C(=O)N4CCCCC4)cc3)CC2)cc1C	-1%	5	-9%	-13	43	4%	-1%	0%	4	-29%
O=C(CCN=C1NS(=O)(=O)c2ccccc21)Nc1ccc(F)cc1Cl	nt	nt	-23%	15	2	-2%	nt	10%	nt	0%
COn1c(SCc2ccccc2)nc2ccccc2c1=O	0%	-5	-8%	1	0	3%	-1%	-2%	15	9%
Cc1ccc(Cn2cccc2/C=C2/C(=N)N3C=CSC3=NC2=O)cc1	2%[46.1 µM]	2	3%	2	-28	-4%	-5%	6%	1	13%
CN(CC(=O)Nc1cccc(S(=O)(=O)N2CCCC2)c1)CC(=O)Nc1ccc(Cl)c(C(F)(F)F)c1	-4%	-31	-1%	-5	1	-3%	-21%	-3%	5	15µM*
CCOc1ccc(Br)cc1S(=O)(=O)Nc1ccc(C(=O)Nc2ccccc2OC)cc1	2%[46.1 µM]	11	4%	8	8	-2%	0%	-10%	1	-1%
CCC(NC(=O)CCc1c(C)c2cc3c(-c4ccccc4)coc3cc2oc1=O)C(=O)O (centres undefined)	-2%	-3	-10%	-32	-9	11%	17%	0%	16	18%
Cc1ccsc1/C=N/NC(=O)c1nnn(-c2nonc2N)c1C(C)C	2%	0	-2%	3	1	8%	5%	2%	27	6%
Cn1c(CNC(=O)CNC(=O)c2ccc(C(C)(C)C)cc2)cc(=O)n(C)c1=O	1%	5	-5%	6	-16	-1%	-7%	2%	-3	15%
COc1ccc(C(=O)c2coc3ccc(O)c(CN(C)C)c23)cc1	-4%	-6	-9%	12	1	18%	1%	0%	nt	-1%
O=C(/C=C/c1ccccc1[N+](=O)[O-])NC1CCCC1	-3%	3	1%	-14	-4	-1%	0%	0%	-3	11%
Cc1ccc(C2c3c(oc4ccccc4c3=O)C(=O)N2c2nnc(C(C)C)s2)o1 (centres undefined)	2%	0	-4%	12	3	1%	8%	0%	?	15%
CC(=O)Nc1ccc(Sc2ncccc2C(=O)Nc2ccc(OC(F)(F)F)cc2)cn1	3%	21	4%	-86*	1	11%	17%	1%	-4	18%
Cc1ccc(C)c(OCCCCN2CCCCC2)c1	5%	-2	-4%	4	15	8%	4%	0%	3	-9%
COc1ccc(C(=O)C2CCCN(Cc3cccn3-c3cccnc3)C2)cc1OC (centres undefined)	3%	-4	-2%	-26	14	2%	2%	2%	-3	-6%
CCOc1ccc(C(=O)CC(C(=O)O)N2CCN(Cc3ccccc3)CC2)cc1 (centres undefined)	0%	-4	-16%	23	-5	11%	-6%	0%	2	29%
Cc1c(NC(=O)CC(O)(C(F)(F)F)C(F)(F)F)c(=O)n(-c2ccccc2)n1C	-1%	5	5%	-2	5	3%	4%	2%	3	-3%
CCn1c(C)c(C(=O)O)c2cc(OC)c3ccccc3c21	0%	0	-1%	-16	-8	10µM*	-12%	-1%	9	-2%
CCN(CC)S(=O)(=O)c1ccc(C(=O)C(C#N)c2ccccn2)cc1 (centres undefined)	0%	2	-3%	6	0	1%	-2%	2%	-1	?
CCS(=O)(=O)Nc1cccc(-c2ccc3nnc(-c4cccnc4)n3n2)c1	6%	10	4%	9	7	-2%	18%	-1%	-3	-8%
Brc1ccc(COn2ccnc2)cc1	13%	-3	2%	-21	nt	-1%	-5%	0%	0	14%
CCC(=O)Nc1ccc(C2C(=O)c3ccccc3C2=O)cc1	0%	2	-6%	23	-8	-10%	-30%	-4%	2	?

Single records, from the list above:
Brc1ccc(COn2ccnc2)cc1 is listed as TCR act = 13%; TSHR antagonist = -3; Eya2 phos inh = 2%; KCNH2 3.1 block = -21; hERG WT inh = nt; A-T KAP1 phos = -1%; Mito fusion act = -5%; USP2a inh = 0%; TRPV1 agonist = 0; ELG1 repair inh = 14%
Cc1c(NC(=O)CC(O)(C(F)(F)F)C(F)(F)F)c(=O)n(-c2ccccc2)n1C is listed as TCR act = -1%; TSHR antagonist = 5; Eya2 phos inh = 5%; KCNH2 3.1 block = -2; hERG WT inh = 5; A-T KAP1 phos = 3%; Mito fusion act = 4%; USP2a inh = 2%; TRPV1 agonist = 3; ELG1 repair inh = -3%
O=C(/C=C/c1ccccc1[N+](=O)[O-])NC1CCCC1 is listed as TCR act = -3%; TSHR antagonist = 3; Eya2 phos inh = 1%; KCNH2 3.1 block = -14; hERG WT inh = -4; A-T KAP1 phos = -1%; Mito fusion act = 0%; USP2a inh = 0%; TRPV1 agonist = -3; ELG1 repair inh = 11%
